mIAP activ: mouse IAP activation | activation factor at 10 µM | 330,000 compounds, 0.24% hits | muIAP, CDP-Star luminescence, 30 min; hits give high values; 1 = vehicle-only enzyme signal, 0 = enzyme-free wells | AID 2805;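 active = activation factor of at least 2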; note: the source names both 10 and 20 µM as test concentration; values of inactives mirror those of a sister screen read the other way
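System: mouse IAP enzyme. Reagent: CDP-Star chemiluminescent phosphatase substrate. Benchmarks: DMSO wells, no-enzyme wells. Times: 30 min enzyme-substrate-compound incubation at room temperature. Detection: luminescence from enzymatic CDP-Star hydrolysis. Doses: test compounds delivered from DMSO solution.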
hIAP activ: increases human intestinal alkaline phosphatase activity | P09923 | purified human IAP, CDP-Star luminescence, 30 min; hits give high values; 1 = vehicle-only enzyme, 0 = enzyme-free background | activation factor at 10 µM | 330,000 compounds, 0.16% hits | AID 2524;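 active = activation factor of the enzyme at least 2-fold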; note: the source names both 10 and 20 µM as test concentration; values of inactives mirror those of a sister screen read the other way
Target sequence (P09923 whole entry, looked up): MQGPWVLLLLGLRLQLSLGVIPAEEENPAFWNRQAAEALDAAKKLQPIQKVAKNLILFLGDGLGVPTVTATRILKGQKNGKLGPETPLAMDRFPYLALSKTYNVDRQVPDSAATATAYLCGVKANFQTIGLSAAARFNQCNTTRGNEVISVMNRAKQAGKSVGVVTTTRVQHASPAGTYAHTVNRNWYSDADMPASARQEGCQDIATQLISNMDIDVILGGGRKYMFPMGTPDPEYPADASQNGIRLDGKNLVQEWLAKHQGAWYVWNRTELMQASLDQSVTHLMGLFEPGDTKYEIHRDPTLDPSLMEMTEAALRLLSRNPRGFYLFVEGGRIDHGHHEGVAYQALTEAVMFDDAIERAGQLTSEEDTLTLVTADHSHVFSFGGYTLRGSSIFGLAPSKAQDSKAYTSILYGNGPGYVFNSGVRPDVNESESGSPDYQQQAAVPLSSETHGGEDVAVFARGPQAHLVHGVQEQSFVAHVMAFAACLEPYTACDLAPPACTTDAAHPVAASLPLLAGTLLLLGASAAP
NR3A LBD binder: modulates the human NR3A ligand-binding domain. NR3A LBD differential scanning fluorimetry, Tm shift; 0% = protein alone, 100% = glycine-bound protein. Tm shift relative to glycine control, % at 25 µM. 340,000 compounds, 2.5% hits;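 active = melting temperature shift of at least 10% of the positive control shift, at one fixed dose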
mIAP inh: mouse IAP inhibition | purified mouse IAP, CDP-Star luminescence, 30 min | inhibition, % at 10 µM | 330,000 compounds, 0.2% hits;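 active = inhibition of at least 40% at 10 µM in the primary screen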;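 note: plate controls were DMSO with enzyme for no effect and no enzyme wells for full effect; values of inactives mirror those of a sister screen read the other way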
APOBEC3G inh: APOBEC3G (human) deaminase inhibition; recombinant A3G, ssDNA deamination FAM/TAMRA fluorescence; inhibition, % at 20 µM; 330,000 compounds, 0.28% hits; AID 493012;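 active = inhibition of at least 40% at 20 µM, with no more than 30% in the related APOBEC3A deaminase screen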;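 note: plate controls were DMSO wells with A3G for no effect and wells lacking A3G enzyme for full effect; some compounds called inactive have numbers as strong as hits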
APOBEC3A inh: blocks human APOBEC3A ssDNA deamination | 330,000 compounds, 0.41% hits | recombinant A3A, FAM/TAMRA ssDNA deamination fluorescence | inhibition, % at 20 µM;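 active = at least 40% inhibition at 20 µM here, with at most 30% in a related deaminase screen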;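 note: plate controls were A3A with DMSO for no effect and wells lacking A3A enzyme for full effect; some results filed as inactive read as strong as hits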
Target sequence (P31941 whole entry, looked up): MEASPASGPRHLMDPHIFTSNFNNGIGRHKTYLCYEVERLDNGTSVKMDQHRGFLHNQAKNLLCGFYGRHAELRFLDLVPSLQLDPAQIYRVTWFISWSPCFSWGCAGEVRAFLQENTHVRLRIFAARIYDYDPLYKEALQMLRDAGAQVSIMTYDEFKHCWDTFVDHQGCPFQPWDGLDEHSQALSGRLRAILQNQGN
beta cell repl: inducers of beta-cell replication in MIN6 cells. proliferation, % at 10 µM. 330,000 compounds, 0.29% hits. AID 2380. MIN6 cells proliferation, ATPlite luminescence, 48 h; cells starved in 0.2% serum; 100% = growth in 10% serum;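 active = compounds whose signal lies at least 3.5 SD above the mean of all wells on their plate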;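 note: 0% = DMSO-treated cells in low-serum medium and 100% = 10% serum control; some compounds called inactive have numbers as strong as hits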
hIAP block: blocks human intestinal alkaline phosphatase | P09923 | purified IAP, CDP-Star luminescence, 30 min | inhibition, % at 10 µM | 330,000 compounds, 0.12% hits;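 active = inhibition reaching a set limit with compound at 10 µM in the primary screen, cut at about 35% in these data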;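 note: plate controls were DMSO wells with enzyme for no effect and no-enzyme buffer wells for full effect; values of inactives mirror those of a sister screen read the other way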
MPTP block: permeability transition pore inhibition; isolated mouse mitochondria, Ca2+ swelling absorbance, 30 min; inhibition, % at 10 µM; 360,000 compounds, 1.4% hits; AID 602449;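 active = inhibition of 50% or more, scaled per plate between neutral and stimulator controls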;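 note: 0% = DMSO wells given calcium and 100% = 1 mM EGTA wells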
An asterisk follows results filed as active; & = joins results of further samples.

SMILES | mIAP activ | hIAP activ | NR3A LBD binder | mIAP inh | APOBEC3G inh | APOBEC3A inh | beta cell repl | hIAP block | MPTP block
Cc1cc(Cl)ccc1OCC(=O)NCCOc1nc(N2CCCCC2)nc(N2CCOCC2)n1 | 0.89 | 0.71 | 0 | 11 | -3 | 2 | -3 | 29 | -1.0
COc1ccc(NS(=O)(=O)c2ccc(N3CCCCC3)c(N)c2)cc1 | 0.96 | 1 | -6 | 4 | -1 | 2 | -8 | -5 | 90*
O=C(NCC1CCCO1)c1ccc(NC(=O)C2CC=CCC2C(=O)O)cc1 (stereo unspecified) | 1.1 | 0.94 | 0 | -14 | -9 | -2 | 1 | 6 | -2.0
CCC1(c2ccccc2)NC(=S)N(c2cccc(C)c2C)N1 (stereo unspecified) | 1 | 1.3 | 1 | -3 | -5 | 2 | 0 | -26 | -0.8
COc1ccc(Cc2nc3ccc(C(=O)NCCc4ccncc4)cc3o2)cc1OC | 1.1 | 1.1 | -3 | -6 | -3 | -4 | 0 | -13 | -0.9
CCN(C(=O)CN1CCN(S(=O)(=O)c2ccccc2C(F)(F)F)CC1)c1c(N)n(Cc2ccccc2)c(=O)[nH]c1=O | 0.98 | 0.95 | -2 | 2 | 3 | 4 | -2 | 5 | -1.1
Cc1csc(NC(=O)CSC2=NS(=O)(=O)c3cc(F)ccc3N2)n1 | 0.96 | 1.1 | 0 | 4 | -7 | -5 | -1 | -14 | -1.2
CC(C(=O)Nc1ccccc1C(=O)N1CCOCC1)N(c1ccc(Cl)cc1)S(C)(=O)=O (stereo unspecified) | 1 | 0.93 | -1 | -1 | 0 | 1 | 3 | 7 | 0.2
NS(=O)(=O)c1cccc(NC(=O)COC(=O)CCSc2ccccc2)c1 | 1.1 | 1.2 | -1 | -9 | -7 | -6 | 0 | -16 | 0.7
Cc1ccc(CNC(=O)Nc2ccc(OC(F)(F)F)cc2)n1C | 1 | 1.1 | 2 | -2 | -3 | 0 | 5 | -12 | 2.5
O=C(NCc1ccccc1)c1ccc2c(c1)OCCO2 | 1.1 | 1.1 | 1 | -8 | 0 | 1 | 4 | -6 | 2.0
Cc1ccc2nc3c(c(C(=O)OCC(=O)NC4CCS(=O)(=O)C4)c2c1)CCCC3 (stereo unspecified) | 0.98 | 1.1 | -1 | 2 | -7 | -1 | 1 | -12 | -2.4
COc1ccc(Cl)cc1NC(=O)C(C)N1CCN(c2ccccn2)CC1 (stereo unspecified) | 0.98 | 1.1 | -1 | 2 | -5 | 0 | 0 | -7 | 0.5
CC(C)[C@H](NC(=O)c1ccc(Cl)c([N+](=O)[O-])c1)C(=O)O | 0.97 | 0.89 | 1 | 3 | -7 | -4 | -1 | 11 | -0.9
CCOC(=O)N1CCN(C(=O)c2ccc(S(=O)(=O)NCc3ccco3)cc2)CC1 | 1.1 | 1.1 | -1 | -12 | -2 | -1 | -4 | -10 | 0.4
Cc1ccc(NC(=O)c2cncc(Br)c2)c([N+](=O)[O-])c1 | 0.89 | 0.93 | -3 | 11 | 1 | 2 | 2 | 7 | -0.3
O=C(Nc1ccccc1C(=O)NC(Cc1ccccc1)C(=O)NC1CCCCCC1)c1ccccc1 (stereo unspecified) | 2.3* | 0.94 | -2 | -129 | -7 | -5 | -2 | 6 | 0.8
COc1ccc(-c2c(-c3cc(OC)cc(OC)c3)n(C)c3ccc(-c4ccc(S(N)(=O)=O)cc4)cc23)cc1 | 0.99 | 1.1 | -5 | 1 | -6 | 1 | -7 | -14 | 0.1
COc1cc2c(cc1OC)CN(C(=O)Cc1c(F)cccc1Cl)CC2 | 0.98 | 0.89 | 2 | 2 | -12 | -1 | 1 | 11 | -1.8
Cc1ccc(S(=O)(=O)NC2=C(N3CCN(c4ccccc4F)CC3)C(=O)c3ccccc3C2=O)cc1 | 0.96 | 0.89 | -22&1 | 4 | 27 | -2 | -5 | 11 | 5.3&2.1
COc1cc(NS(=O)(=O)c2ccc(NC(=S)NC(C)=O)cc2)nc(OC)n1 | 1 | 0.81 | 2 | -4 | -6 | 1 | 0 | 19 | 1.2
Cc1oc2ccc(O)c(CN3CCOCC3)c2c1C(C)O (stereo unspecified) | 0.96 | 0.97 | 1 | 4 | -2 | 1 | 0 | 3 | -5.7
COc1ccc(OC)c(NC(=O)Cn2nc(C)c3ccccc3c2=O)c1 | 1.1 | 1 | -3 | -9 | -5 | 2 | 1 | -1 | 1.0
COCCCNC(=O)c1ccc(NS(C)(=O)=O)cc1 | 0.94 | 0.93 | -14 | 6 | -3 | 3 | 2 | 7 | 1.3

The closing 3 entries of the section before lead into the next.
SMILES | mIAP activ | hIAP activ | NR3A LBD binder | mIAP inh | APOBEC3G inh | APOBEC3A inh | beta cell repl | hIAP block | MPTP block
Cc1oc2ccc(O)c(CN3CCOCC3)c2c1C(C)O (stereo unspecified) | 0.96 | 0.97 | 1 | 4 | -2 | 1 | 0 | 3 | -5.7
COc1ccc(OC)c(NC(=O)Cn2nc(C)c3ccccc3c2=O)c1 | 1.1 | 1 | -3 | -9 | -5 | 2 | 1 | -1 | 1.0
COCCCNC(=O)c1ccc(NS(C)(=O)=O)cc1 | 0.94 | 0.93 | -14 | 6 | -3 | 3 | 2 | 7 | 1.3
Cc1c(C(=O)N2CCN(c3ccc(C(F)(F)F)cn3)CC2)oc2ccccc12 | 0.98 | 0.93 | 1 | 2 | -1 | 2 | -2 | 7 | -1.9
CCOC(=O)CN1C(=O)C2(OCCCO2)c2cc(Br)ccc21 | 1.1 | 1 | 3 | -6 | 5 | 1 | 0 | 0 | -0.1
COc1ccc(OC)c(N2Cc3cc(C)c(C)cc3C2)c1 | 0.94 | 1.1 | -26 | 6 | 2 | 0 | -4 | -5 | 1.6
Cc1occc1C(=O)N1CCN(C(c2ccccc2)c2ccccc2)CC1 | 0.93 | 0.92 | 7 | 7 | -1 | -1 | -3 | 8 | 0.8
CC(NC(=O)C(=O)N/N=C/c1ccccc1)c1ccccc1 (stereo unspecified) | 1.2 | 1 | 0 | -16 | -3 | 0 | -2 | -3 | 0.1
O=c1cc(-c2ccccc2)c2cc3c(cc2[nH]1)OCCO3 | 1 | 1.1 | -1 | -1 | -2 | 0 | -1 | -5 | -0.1
COc1ccc(Cn2c(-c3ccccc3C)nc3c(c(=O)c4ccccc4n3C)c2=O)cc1 | 1 | 0.95 | -1 | -3 | -7 | -5 | -1 | 5 | 2.6
c1ccc(N2CC3CCc4ccccc4C3=N2)cc1 (stereo unspecified) | 1.6 | 0.97 | 6 | -61 | -2 | -5 | -2 | 3 | 1.6
O=C(NCCCN1CCOCC1)c1cn(-c2ccccc2)nc1-c1cccs1 | 1.1 | 1.3 | 2 | -12 | 2 | 1 | -3 | -30 | -2.6
CCn1c(SC(C)C(=O)NC2CCCC2)nc2cc(S(N)(=O)=O)ccc21 (stereo unspecified) | 0.94 | 0.89 | 2 | 6 | -17 | -1 | 0 | 12 | -1.3
CC(=O)Nc1ccccc1NS(=O)(=O)c1cccc([N+](=O)[O-])c1 | 0.96 | 1.1 | 2 | 4 | 1 | 1 | 5 | -14 | 1.5
O=C(N[C@H]1CCC(=O)N([C@H](CSc2ccccc2)Cc2ccccc2)CC1)OCc1ccccc1 | 1.2 | 0.91 | -3 | -18 | -10 | -5 | -7 | 9 | -0.4
COc1ccc(CN2CC[C@H]3C=CC[C@@H](C(=O)Nc4ccc(Cl)c(C(F)(F)F)c4)[C@H]3C2=O)cc1OC | 2.1* | 0.91 | -5 | -110 | -7 | -3 | -8 | 9 | 1.2
CC1(C)CC(c2nc(-c3ccc(Br)cc3)cs2)CCS1 (stereo unspecified) | 0.9 | 1.1 | 2 | 10 | -8 | -2 | -5 | -10 | 1.1
Nc1ccc(S(=O)(=O)NC(Cc2ccccc2)C(=O)O)cc1 (stereo unspecified) | 1 | 0.82 | -1 | 0 | -4 | -4 | 0 | 18 | 0.0
O=C(NCCCCNC(=O)c1ccco1)c1ccco1 | 0.95 | 1.3 | 2 | 5 | -4 | -1 | -2 | -27 | -1.1
O=C(NCc1ccncc1)Nc1ccccc1F | 0.94 | 1 | 2 | 6 | -1 | 0 | 2 | -4 | -1.3
Cc1ccc(C(=O)CN2C(=O)NC3(CCCCC3C)C2=O)s1 (stereo unspecified) | 1 | 0.9 | 0 | -3 | -4 | 0 | 3 | 10 | -0.5
CCn1cc(C(=O)NCc2cccnc2)c2cc(OC)c(OC)cc2c1=O | 1.1 | 1 | -2 | -14 | 1 | 1 | -3 | -3 | -0.3
O=C(CCS(=O)(=O)c1cccc2nonc12)N1CCCc2ccccc21 | 1.1 | 0.97 | 0 | -8 | 1 | 1 | -2 | 3 | 0.7
CCc1ccc(-c2nc(CSCC(=O)N3CCN(c4ncccn4)CC3)c(C)o2)cc1 | 1 | 0.97 | -4 | -3 | -6 | 0 | -2 | 3 | 2.5
Cc1c(NC2=NC3(CCCCC3)Cc3ccccc32)c(=O)n(C)n1-c1ccccc1 | 0.99 | 1 | -2 | 1 | 3 | 0 | 3 | -2 | 1.7
Cn1c(N)c(C(=O)COC(=O)Cc2ccc(Cl)c(Cl)c2)c(=O)n(C)c1=O | 0.9 | 0.97 | -8 | 10 | -8 | -1 | -2 | 3 | -0.1
CCCCNc1nnc(CCn2nc(C)c(Br)c2C)s1 | 0.97 | 1 | 2 | 2 | -5 | -4 | 0 | -3 | -2.3
C=CCC(NCc1ccco1)c1ccc(OC)cc1 (stereo unspecified) | 0.92 | 0.85 | 0 | 8 | -3 | 0 | 4 | 14 | -0.4
C=CCn1c(-c2cccn(Cc3ccc(Cl)cc3)c2=O)n[nH]c1=S | 1 | 0.97 | 0 | -3 | 26 | -4 | -3 | 2 | 1.3
Cc1csc(NC(=O)CCn2c(=O)sc3ccccc32)n1 | 1.1 | 0.89 | 0 | -7 | -3 | -2 | 0 | 11 | 2.0
COCC(=O)N1CCC(Oc2ccc(C(=O)N3CCN(C)C[C@@H]3C(C)C)cc2)CC1 | 0.97 | 1.3 | 2 | 3 | -4 | -5 | -4 | -26 | -0.1
CCN(CC)CCNC(=O)Cn1nc(Cc2ccccc2)c2ccccc2c1=O | 0.88 | 1.1 | 2 | 12 | -2 | 5 | 0 | -6 | -3.1
CN(Cc1ccccc1)C(=O)CCNS(=O)(=O)c1ccc2c(c1)oc(=O)n2C | 0.98 | 1.1 | -3 | 2 | -3 | 4 | 1 | -7 | 3.4
COc1cc(-c2cc(=O)c3c(O)c(OC)c(OC)c(OC)c3o2)cc(OC)c1OC | 1 | 1.1 | 1 | 0 | -2 | 0 | 2 | -11 | 1.4
CC(Oc1ccc2c3c(c(=O)oc2c1)CCCC3)C(=O)NCc1cccnc1 (stereo unspecified) | 0.95 | 0.89 | 4 | 4 | 2 | -2 | -1 | 11 | 0.2
COCCN(C(=O)c1ccc(C#N)cc1)c1c(N)n(Cc2ccccc2)c(=O)[nH]c1=O | 0.98 | 1 | -4 | 2 | -4 | 1 | 5 | -3 | 1.0
CCCOc1ccc(/C(O)=C2/C(=O)C(=O)N(CCCOC)C2c2cccnc2)cc1 (stereo unspecified) | 0.91 | 1.1 | 1 | 9 | -7 | -19 | -2 | -6 | 13
COc1ccc(C(=O)Nc2cccnc2)cc1 | 1.1 | 1.1 | 1 | -8 | -9 | -6 | 0 | -11 | 0.7
Oc1ccc2ccccc2c1CN1CCCC1 | 0.91 | 0.96 | -1 | 9 | -9 | 2 | -3 | 4 | 0.8
